# GPR7 antag = antagonists of human GPR7 (neuropeptides B/W receptor 1); GPR7-expressing cells, fluorescence antagonist assay; inhibition, % at 4.4 µM; actives 1.1% (n = 290,000); AID 1861; in the data active = inhibition above about 16%, passing the limit was not always enough;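 also: cells stimulated with the agonist NPW; 0% = agonist with vehicle and 100% = vehicle without agonist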
# Target sequence (P48145 whole entry, looked up): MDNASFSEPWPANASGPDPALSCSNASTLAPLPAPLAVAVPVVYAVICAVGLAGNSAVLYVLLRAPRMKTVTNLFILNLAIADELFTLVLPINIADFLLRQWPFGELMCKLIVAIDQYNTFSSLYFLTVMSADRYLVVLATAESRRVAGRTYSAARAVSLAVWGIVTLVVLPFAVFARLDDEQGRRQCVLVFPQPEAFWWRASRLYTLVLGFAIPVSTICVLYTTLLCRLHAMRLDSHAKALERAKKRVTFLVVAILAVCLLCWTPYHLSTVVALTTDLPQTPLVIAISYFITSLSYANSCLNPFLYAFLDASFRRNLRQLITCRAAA
# M1 ag parental = M1 agonist counterscreen hit in parental CHO-K1 cells. actives 0.48% (n = 360,000). Fluo-8 calcium fluorescence; scaled to maximal ATP response, vehicle zero. activation, % at 3 µM; in the data active = activation above about 15%;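 also: untransfected CHO-K1 host cells lacking M1 receptor as counterscreen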
# CHO-K1 Ca antag = nonselective inhibitor or artifact in parental CHO-K1 cells | ATP-induced calcium, Fluo-8 fluorescence | inhibition, % at 3 µM | actives 0.6% (n = 360,000);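 active = inhibition above a per-plate cutoff, the plate's mean sample inhibition plus 3 SD, cut at about 24% in these data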;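 also: 0% = DMSO plus EC80 ATP and 100% = DMSO alone without ATP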
# OXTR potentiate = potentiates the human oxytocin receptor response | CHO-OTR cells, Fluo-8 calcium fluorescence, potentiator mode; 0% = oxytocin EC15, 100% = EC100 | AID 2445 | activation, % at 3 µM | actives 0.061% (n = 320,000);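 active = activation above that plate's cutoff, the mean activation of tested compounds plus 3 SD, cut at about 6.6% in these data, passing the limit was not always enough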;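 also: 100% uses oxytocin at 75 nM as the full agonist control; some results filed as inactive read as strong as hits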
#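 Dosing: Single dose, 3.0 µM nominal final compound concentration | Material: Human OTR in CHO cells | Technique: Kinetic Fluo-8 calcium fluorescence | Benchmarks: EC15 oxytocin alone as 0%, 75 nM oxytocin as 100% | Probe or stimulus: Oxytocin at about EC15, sub-maximal agonist stimulus | Incubation: Compound 6 min at room temperature before oxytocin, 100 s read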
# OXTR ag = human OXTR agonism; P30559; CHO-OTR cells, Fluo-8 calcium fluorescence; normalized: DMSO 0%, oxytocin 100%; activation, % at 3 µM; actives 0.32% (n = 320,000); AID 2435;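 active = activation above the mean of all tested compounds plus 3 SD, cutoff set per screening run, cut at about 20% in these data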;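 also: peak over basal fluorescence ratio from a 100 s FLIPR kinetic read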
# V1R ag counter = V1a receptor agonism, counter-screen for OXTR agonists. AID 2797. P37288. activation, % at 3 µM. actives 0.25% (n = 320,000). CHO-V1R cells, Fluo-8 calcium fluorescence, agonist mode; 0% DMSO, 100% 3 nM vasopressin;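 active = activation above the mean activation of all tested compounds plus 3 SD, per screening run, cut at about 20% in these data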;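 also: signal is peak over basal fluorescence ratio across a 100 second FLIPR read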
# Target sequence (P37288 whole entry, looked up): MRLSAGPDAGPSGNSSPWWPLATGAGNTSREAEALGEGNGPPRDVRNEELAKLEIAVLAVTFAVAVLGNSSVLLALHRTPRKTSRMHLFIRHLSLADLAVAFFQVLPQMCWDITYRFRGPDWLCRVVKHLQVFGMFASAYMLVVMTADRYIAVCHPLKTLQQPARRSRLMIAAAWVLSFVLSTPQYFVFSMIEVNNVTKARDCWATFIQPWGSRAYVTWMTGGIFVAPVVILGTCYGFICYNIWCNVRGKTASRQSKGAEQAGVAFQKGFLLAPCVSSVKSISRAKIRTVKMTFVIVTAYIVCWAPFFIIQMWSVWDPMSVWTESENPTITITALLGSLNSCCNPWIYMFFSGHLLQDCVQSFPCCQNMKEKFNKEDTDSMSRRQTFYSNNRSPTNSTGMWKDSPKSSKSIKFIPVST
# M1 PAM parental = counter-screen for M1 PAMs: effect in parental CHO-K1 cells; ATP EC20, Fluo-8 calcium fluorescence; 0% at ATP EC20, 100% at ATP max; activation, % at 3 µM; actives 0.02% (n = 360,000); AID 602247;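 active = activation above the run cutoff, the mean activation of all test compounds plus 3 SD, cut at about 40% in these data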;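 also: peak over basal fluorescence ratio in a 140 s read after ATP addition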
# TAAR1 antagonist = human TAAR1 antagonism; Q96RJ0; CHO RD-HGA16 TAAR1, Fluo-8 calcium fluorescence, antagonist; inhibition, % at 3 µM; actives 1.5% (n = 360,000);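 active = inhibition above a per-plate cutoff, the mean inhibition of test compounds on that plate plus 3 SD, cut at about 49% in these data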;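 also: 0% = DMSO plus EC80 beta-PEA response and 100% = DMSO alone without agonist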
# Target sequence (Q96RJ0 whole entry, looked up): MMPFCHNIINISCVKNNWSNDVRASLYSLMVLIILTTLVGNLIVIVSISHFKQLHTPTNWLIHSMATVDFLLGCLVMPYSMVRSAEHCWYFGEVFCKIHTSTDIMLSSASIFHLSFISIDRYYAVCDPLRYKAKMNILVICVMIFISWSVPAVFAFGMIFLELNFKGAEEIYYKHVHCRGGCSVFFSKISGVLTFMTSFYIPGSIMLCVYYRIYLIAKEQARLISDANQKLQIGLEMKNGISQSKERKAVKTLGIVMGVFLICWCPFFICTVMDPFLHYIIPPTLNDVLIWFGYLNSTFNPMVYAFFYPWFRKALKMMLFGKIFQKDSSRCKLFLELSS
#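 test system = CHO RD-HGA16 cells bearing hTAAR1 | replication = singlicate | controls = DMSO-only wells and EC80 β-PEA-stimulated wells | reagent = EC80 β-phenethylamine stimulus | read-out basis = percent inhibition of PEA-evoked calcium signal, max/basal emission ratio | schedule = seeding 17-24 h prior, 75-min 37 °C, 30-min RT dye loading | signal = kinetic Fluo-8 calcium fluorescence measurement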
# CHO parental Ca = counter-screen for OX1R antagonists: effect in parental CHO cells. parental CHO-K1, ATP-induced calcium, Fluo-8 fluorescence. inhibition, % at 5.6 µM. actives 0.63% (n = 330,000);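 active = inhibition above that plate's mean sample inhibition plus 3 SD, cut at about 26% in these data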;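 also: 0% = ATP-challenged DMSO wells and 100% = DMSO wells without ATP; some compounds past the cut are filed as inactive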
#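 Measured by: calcium-sensitive Fluo-8 fluorescence / Test system: CHO parental line / Controls: ATP-challenged DMSO wells low, unchallenged DMSO wells high / Measure: % inhibition / Compound: single nominal dose of 5.6 µM per compound / Replicates: single well per compound, no replicates / Reagent: ATP as calcium-mobilizing challenge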
# Starred values were filed as active, the others as inactive; nt = no result given.
SMILES,GPR7 antag,M1 ag parental,CHO-K1 Ca antag,OXTR potentiate,OXTR ag,V1R ag counter,M1 PAM parental,TAAR1 antagonist,CHO parental Ca
CCOC(=O)C1=C(C)N=c2s/c(=C/c3cccc([N+](=O)[O-])c3O)c(=O)n2C1c1cc(OC)c(OC)c(OC)c1 (stereo not drawn),3,0.3,-20,-15,3.4,4.4,9,-16,-18
CCCCN(C)C(=O)C1CCN(c2ccc(S(=O)(=O)N3CCOCC3)cc2[N+](=O)[O-])CC1,nt,2.4,3,-12,0.1,1.2,1,2,-17
COc1cc(CN2CCC(n3nccc3NC(=O)CCCc3ccccc3)CC2)ccc1F,21,2.4,6,-22,3.6,2.6,5,1,-5
COc1cc(CNC(=O)C2CCCN2S(=O)(=O)c2ccccc2)cc(OC)c1OC (stereo not drawn),-4,0.3,5,-12,0.6,0.3,-7,12,-27
CCOC(=O)N1CCC(NC(=O)C2CCN(C(=O)c3cc4sccc4n3CC)CC2)CC1,-14,4.0,-19,-8,3.9,4.1,16,3,-13
O=C(O)[C@H](Cc1ccccc1)NC(=O)N1CCOCC1,14,0.1,-2,-6,0.6,0.3,8,-12,-8
O=C(CSc1nnc(CN2CCOCC2)n1-c1ccccc1)Nc1ccc(Cl)cc1,-9,0.1,-7,-7,-1.4,0.1,0,4,-23
CCOC(=O)CN1C(=O)N[C@H](c2ccc(Br)cc2)C(C(C)=O)=C1C,16,0.0,-6,-8,0.5,1.8,1,6,-14
O=C(NNC(=O)c1cc(-c2ccncc2)nc2ccccc12)c1ccccc1F,nt,3.0,-16,-6,1.0,1.8,22,26,-19
CCC(C)c1ccccc1NC(=O)COC(=O)c1ccc(N2CCCC2)c([N+](=O)[O-])c1 (stereo not drawn),-1,-0.3,8,-4,-3.1,-1.0,14,-2,-21

# The last 5 compounds of the section above open the next one.
SMILES,GPR7 antag,M1 ag parental,CHO-K1 Ca antag,OXTR potentiate,OXTR ag,V1R ag counter,M1 PAM parental,TAAR1 antagonist,CHO parental Ca
O=C(O)[C@H](Cc1ccccc1)NC(=O)N1CCOCC1,14,0.1,-2,-6,0.6,0.3,8,-12,-8
O=C(CSc1nnc(CN2CCOCC2)n1-c1ccccc1)Nc1ccc(Cl)cc1,-9,0.1,-7,-7,-1.4,0.1,0,4,-23
CCOC(=O)CN1C(=O)N[C@H](c2ccc(Br)cc2)C(C(C)=O)=C1C,16,0.0,-6,-8,0.5,1.8,1,6,-14
O=C(NNC(=O)c1cc(-c2ccncc2)nc2ccccc12)c1ccccc1F,nt,3.0,-16,-6,1.0,1.8,22,26,-19
CCC(C)c1ccccc1NC(=O)COC(=O)c1ccc(N2CCCC2)c([N+](=O)[O-])c1 (stereo not drawn),-1,-0.3,8,-4,-3.1,-1.0,14,-2,-21
O=C(NCc1ccncc1)[C@@H]1CCCN1C(=O)[C@@H]1CCCN1,nt,0.9,-28,nt,nt,nt,19,2,nt
COc1ccccc1NC(=S)NN1CCN(C)CC1,-10,-0.5,2,-6,-0.8,0.3,-1,-10,-10
CC(C)C[C@H](NC(=O)c1[nH]cnc1C(=O)Nc1ccccc1F)C(=O)OC(C)(C)C,nt,1.0,-9,nt,nt,nt,18,-10,nt
CC[n+]1c(/C=C/Nc2ccccc2)oc2ccc(OC)cc21,-9,0.7,8,2,1.9,1.4,-13,-5,-9
CSc1ccccc1OCc1cc(C(=O)N2CCSCC2)no1,-1,0.7,-5,-8,-0.8,-0.6,5,-13,-7
CNC(=S)N1CCN=C1Nc1nc(C)cc(C)n1,-7,0.6,-18,-2,-1.4,0.9,4,22,-13
COC(=O)c1ccccc1NC(=O)CSc1nc(O)c(-c2ccccc2)c(=O)[nH]1,-20,1.3,-15,-2,-0.1,-0.6,24,10,2
O=C(NCc1ccc(F)cc1)C1CCCN1C(=O)Nc1ccccc1 (stereo not drawn),-11,0.4,0,2,0.8,0.5,16,-4,-17
COC(=O)c1sccc1NS(=O)(=O)c1ccc(F)cc1F,-7,0.2,4,-12,-0.7,0.4,-15,-12,-10
COC(=O)[C@H](Cc1ccccc1)NC(=O)/C=C/[C@H]1O[C@@H](n2cc(C)c(=O)[nH]c2=O)C[C@@H]1O,nt,0.7,-15,nt,nt,nt,8,-5,nt
O=C(CCc1ccccc1)N=C1SC2CS(=O)(=O)CC2N1c1ccccc1F (stereo not drawn),2,1.6,-2,-4,2.9,-0.3,16,-23,-18
N#C/C(=C\c1ccc(-c2cccc(C(F)(F)F)c2)o1)C(=O)Nn1cnnc1,-6,0.0,10,-8,-0.5,-0.6,14,5,-4
COc1cccc(NC(=O)COC(=O)CCCC2=NS(=O)(=O)c3ccccc3N2)c1,1,0.1,-17,-10,0.0,0.1,7,4,-4
COc1ccc(C2C(C#N)=C(N)N3C(=C2C#N)Sc2ccccc23)cc1 (stereo not drawn),-10,nt,nt,-5,0.9,0.3,nt,nt,0
Cc1ccc(S(=O)(=O)N(C)CC(=O)O/N=C(\N)c2cccc(Br)c2)cc1,-11,1.5,6,-12,2.1,4.8,-14,26,-3
Cc1cnc(C(=O)N(c2ccccc2)C(c2ccccc2)c2nc3ccccc3[nH]2)cn1 (stereo not drawn),nt,0.6,-13,nt,nt,nt,13,-3,nt
COC(=O)c1c(NC(=O)c2ccccc2)sc2c1CC(C)(C)OC2,-3,0.2,-2,-6,-1.1,0.4,7,-12,-5
CCc1ccc(OS(=O)(=O)c2cn(C)c(=O)n(C)c2=O)cc1,-1,7.8,-13,3,1.0,-0.2,-11,-58,-4
N#Cc1cccnc1N1CCN(C(=O)c2cccc3c2C(=O)c2ccc(Cl)cc2S3(=O)=O)CC1,nt,1.9,-14,-5,-0.5,-1.1,10,19,-24
O=C(CSc1nncn1-c1ccccc1)Nc1ccc(F)cc1F,-11,1.3,-12,-2,1.1,0.6,-5,6,-2
O=C(O)C(=Cc1ccccc1[N+](=O)[O-])c1ccccc1,nt,-0.3,-2,nt,nt,nt,0,-16,nt
CN1C(=O)N(C)C(c2ccccc2Cl)C2=C1CC(C)(C)CC2=O (stereo not drawn),-5,0.3,-11,-10,0.0,-1.0,20,-4,-5
COc1ccccc1CNC(=O)Cn1c(=O)c2cccn2c2cccnc21,2,0.9,4,-8,-1.3,-0.6,0,-2,-8
CN(C(=O)CSc1nnc(-c2ccccc2F)n1N)C1CCCCC1,nt,1.0,8,-5,-0.8,-0.5,4,-18,-3
Cc1c(C(=O)N2CCOCC2)oc2c1C(=O)CC(C)(C)C2,-7,-0.1,3,0,0.7,0.8,-4,-2,-3
COc1ccc(Br)cc1CNC(=O)CCc1nc(-c2ccccc2F)no1,-12,3.2,-9,-9,-1.8,-0.8,15,-1,-17
O=C(C1CC1)N1N=C(c2ccc(Br)cc2)CC1(O)C(F)(F)F (stereo not drawn),3,0.6,6,-7,-2.0,-0.2,-6,9,-18
CCn1cc(CN2CCC(n3nccc3NC(=O)c3cccc(F)c3)CC2)c(C)n1,11,1.6,-6,-3,0.1,0.2,5,-22,1
CCOC(=O)CS(=O)(=O)c1ccc(O)cc1,-4,-0.5,22,-3,0.7,1.1,-9,6,-1
CC(Sc1nc(-c2ccccc2)c(-c2ccccc2)[nH]1)C(=O)NCC1CCCO1 (stereo not drawn),nt,0.7,-8,nt,nt,nt,16,-15,nt
O=C(O)Cn1nnnc1SCC(=O)Nc1ccc(F)cc1F,3,-0.4,14,1,0.6,2.1,-9,-3,7
O=C(Nc1ccc(S(=O)(=O)Nc2ccccc2)cc1)c1ccc(CN2CCOCC2)cc1,50*,12,-10,-16,9.1,10,9,43,5
CC/C(C)=C1\SC(N2CCN(c3cccc(C(F)(F)F)c3)CC2)=NC1=O,-5,0.5,14,-9,4.2,3.5,-4,-4,-5
COC(=O)c1ccc(CSc2ccc3nnc(-c4ccccn4)n3n2)o1,-10,0.4,3,4,-0.9,-0.8,13,-9,-8
CN(C(=O)c1cccc(NC(=O)Cc2ccc([N+](=O)[O-])cc2)c1)C1CC1,nt,0.3,17,-5,3.3,1.0,-11,3,-15
CCN(CC)C(=O)CSc1nnc([C@@H](N)Cc2ccccc2)o1,nt,0.1,-18,-4,-0.2,0.7,0,-1,-7
CCCOC1CCCN(C(=O)CCCn2nnnc2CN2CCOCC2)C1 (stereo not drawn),15,0.7,5,-15,0.4,1.5,-17,-9,2
Cc1c(C(=O)N(Cc2nccn2C)C(C)C)oc2c(F)cccc12,-10,1.9,-18,-10,-0.6,1.0,10,-8,-2
CN(C)c1ccc(C(=O)Nc2cccc(S(=O)(=O)NC3=NCCCCC3)c2)cc1,nt,5.1,-23,-5,0.1,0.9,11,9,-19
CCOC(=O)C(C#N)=C1CCN(Cc2ccccc2)CC1,-17,5.5,-6,-5,0.3,0.7,19,-4,-8

# An excerpt from above in order of SMILES length, highest first:
SMILES,GPR7 antag,M1 ag parental,CHO-K1 Ca antag,OXTR potentiate,OXTR ag,V1R ag counter,M1 PAM parental,TAAR1 antagonist,CHO parental Ca
CN(C(=O)c1cccc(NC(=O)Cc2ccc([N+](=O)[O-])cc2)c1)C1CC1,nt,0.3,17,-5,3.3,1.0,-11,3,-15
CCCOC1CCCN(C(=O)CCCn2nnnc2CN2CCOCC2)C1 (stereo not drawn),15,0.7,5,-15,0.4,1.5,-17,-9,2
CCOC(=O)C(C#N)=C1CCN(Cc2ccccc2)CC1,-17,5.5,-6,-5,0.3,0.7,19,-4,-8

# Other records follow.
SMILES,GPR7 antag,M1 ag parental,CHO-K1 Ca antag,OXTR potentiate,OXTR ag,V1R ag counter,M1 PAM parental,TAAR1 antagonist,CHO parental Ca
O=C1NC(Nc2nccs2)(C(F)(F)F)C(=O)N1CCc1ccccc1 (stereo not drawn),-10,0.5,-12,-10,1.8,2.1,20,-15,-3
CCN(CC(=O)Nc1cccc(OC)c1)C(=O)C1CC(=O)N(Cc2ccccc2Cl)C1 (stereo not drawn),nt,0.6,-4,nt,nt,nt,4,-15,nt
Cc1ccc(S(=O)(=O)c2cn(C)c3cc(N4CCN(C)CC4)c(F)cc3c2=O)cc1,-7,0.4,-11,-10,-0.3,0.8,21,-10,-8
C[C@@H]1O[C@H](C2CCCC2)Cc2[nH]c(=S)[nH]c(=O)c21,nt,1.1,-20,nt,nt,nt,17,-8,nt
COc1cccc(NC(=O)N2CCCC2C(=O)NC2CCCC2)c1 (stereo not drawn),-5,-0.7,-16,-9,-1.4,-1.1,12,-13,4
N/C(=N\OC(=O)c1ccc(Br)cc1)c1ccncc1,-8,-0.1,-2,-8,-0.2,-0.3,2,-14,5

# Source: PubChem (The Scripps Research Institute Molecular Screening Center)
